Myeloid diff 2 = promotes myeloid progenitor differentiation; ER-HoxA9 myeloid progenitors, lysozyme-GFP differentiation, flow cytometry; calls only at 10 µM; actives 1% (n = 360,000);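 active = normalized GFP-positive differentiation at or above the plate's own cutoff, the solvent-only control mean plus 3 SD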;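 also: cells exposed to compound for four days before flow analysis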
Myeloid diff 2 GFP+ MAC1+ % = also measured in Myeloid diff 2; calls as there; GFP+ MAC1+ double positive, %; measured here: differentiation confirmed by MAC1 staining
Starred values were filed as active, the others as inactive; i = inactive; & = joins results of further samples. Not all compounds are listed (hit frequency here may not be typical).

smiles	Myeloid diff 2 GFP+ MAC1+ %	Myeloid diff 2
O=C1NCCNC1c1ccccc1 (configuration not stated)	0.4	i
Cc1nc(SCC(=O)NCC2CCCO2)c2cc(-c3ccccc3)sc2n1 (configuration not stated)	1.8	i
C[C@H](CO)N1C[C@H](C)[C@@H](CN(C)C(=O)NC2CCCCC2)Oc2ccc(NC(=O)Nc3ccccc3)cc2C1=O	1.3	i
Nc1cccc(C#Cc2ccc3c(c2)C(=O)/C(=C/c2ccsc2)O3)c1	6.5	i
O=C(NC(=S)N1CCCC(O)C1)c1ccco1 (configuration not stated)	0.6	i
Cc1ccc(S(=O)(=O)CCC(=O)OCC(=O)NCCc2ccccc2)cc1	0.3	i
O=C(NCc1ccco1)Nc1cccc2ccccc12	0.8	i
O=C(COC(=O)c1ccc(S(=O)(=O)N2CCCC2)cc1)Nc1ccccc1Cl	0.5	i
COc1cccc(NC(=O)CN(C)C(=O)CSC(=S)N2CCCC2)c1	0.6	i
CCSc1nnc(NC(=O)CN2C(=O)N(C)C3(CCCCC3)C2=O)s1	1.2	i
CC1=C(C(=O)N(C(C)C)C(C)C)CC(CC(=O)NC2CC2)C(=O)N1CCCN1CCCC1=O (configuration not stated)	0.2	i
CCCCN1C(=O)C(CC(=O)NCc2cccs2)CC(C(=O)N(C)C)=C1C (configuration not stated)	0.3	i
CCOc1ccc(Cl)cc1-c1cc(C(=O)NCc2ccccc2)[nH]n1	0.6	i
COCCn1c(=S)[nH]c2cc(C(=O)N3CCN(C4CCCCC4)CC3)ccc2c1=O	0.6	i
O=C(COC(=O)/C=C/c1ccc(C(F)(F)F)cc1)NCC1CCCCC1	0.6	i
O=C(Nc1ccc(Cl)cc1)C1Cc2c(-c3ccccc3)ccnc2O1 (configuration not stated)	0.4	i
CN(C)[C@H]1CCN([C@H]2CS(=O)(=O)N[C@@H]2COCc2ccccc2)C1	0.8	i
CCO[C@H]1OC(C(=O)O)=C[C@@H](c2coc3ccccc3c2=O)[C@@H]1CCCO	1.9	i
CCOC(=O)[C@H]1[C@H]2COc3ccc(OC)cc3[C@@H]2N2C(=O)CN(CCc3c[nH]c4ccccc34)C(=O)[C@@]12C	1.7	i
Cc1ccc(S(=O)(=O)Nc2ccccc2F)cc1C(=O)NCc1ccco1	1.2	i
CSc1ccc(CN2CCC2(C)C(=O)NCc2cccs2)cc1 (configuration not stated)	1.0	i
COc1cc(C#N)ccc1OC(=O)c1cccc(S(=O)(=O)N2CCN(C)CC2)c1	0.4	i
CCN(C(=O)COC(=O)CCC(=O)c1ccc(C)cc1)c1c(N)n(Cc2ccccc2)c(=O)[nH]c1=O	0.7	i
COc1ccc(NC(=O)COC(=O)CCc2ccc(S(=O)(=O)N3CCOCC3)cc2)c(OC)c1	0.3	i
CCCN(CC(=O)Nc1ccccc1C)C(=O)c1cccc(S(=O)(=O)N2CCN(c3ccccc3)CC2)c1	1.2	i
CC1(c2ccc(OC(F)F)cc2)NC(=O)N(CC(=O)N2c3ccccc3NC(=O)C2(C)C)C1=O (configuration not stated)	0.9	i
O=C(NCCc1ccccc1)c1ccccc1C(F)(F)F	0.8	i
CCOC1=C2[C@@H](CN(S(=O)(=O)c3ccccc3C)[C@H]2c2ccc(Cl)cc2)[C@H]2C(=O)N(C3CCCCC3)C(=O)[C@H]2C1	2.8	i
COc1ccc(C2=CC(=O)C[C@H](c3ccc(F)cc3)C2)c(F)c1F	1.2	i
COc1ccc(NC(=O)COc2cccc3c2CCNC3=O)cc1	0.2	i
COC(=O)c1cc(Br)ccc1NC(=O)Nc1ccc(C)cc1	0.6	i
Cc1cccc(OCC(=O)Nc2ccc(C(=O)Nc3ccccc3C(=O)O)cc2)c1	0.8	i
Cc1ccc(NC(=O)CSc2nc(=O)n(CCN(C)C)c3c2CCCC3)c(C)c1	0.7	i
O=S1(=O)CCN(C2CCCCCC2)CC1	0.4	i
C#CCOCCOCCOCCNc1nc(N2CCN(C(=O)CCCCCCCCCCNC(=O)[C@@H](CCC(=O)O)n3cc(CCCCCN)nn3)CC2)nc(N2CCN(C(=O)CCCCCCCCCCNC(=O)[C@H](CCCCN)n3cc(C[C@@H](C)CC)nn3)CC2)n1	7.0	i
O=C(Nc1ccc2nc(N3CCOCC3)sc2c1)c1cc2ccccc2o1	3.3	i
COc1ccc(-c2ccc3c(c2)O/C(=C\c2ccsc2)C3=O)cn1	1.3	i
COC(=O)c1ccc2nc(-c3ccc(F)cc3)c(Cc3ccccc3OC)n2c1	1.5	i
CCCc1cc(N2CCCC(C(=O)Nc3cc(Cl)ccc3OC)C2)n2ncnc2n1 (configuration not stated)	1.3	i
CC(=O)N1CCN(C(c2ccccc2)c2nnnn2C(C)(C)C)CC1 (configuration not stated)	1.0	i
COc1ccc(-c2oc3c(c2C#CC(C)(C)O)C(OCCO)CC3)cc1 (configuration not stated)	0.8	i
CCCc1nc2ccc(C(=O)OC)cn2c1Cc1cccc(F)c1	0.6	i
CSc1ncccc1C(=O)OCCCC(=O)c1ccc(F)cc1	0.1	i
COc1ccc(NC(=O)[C@@H](NS(=O)(=O)c2cccc(Cl)c2)C(C)C)cc1S(=O)(=O)N1CCOCC1	1.5	i
Cc1ccc(OC(C)C(=O)N2CCN(c3ccccn3)CC2)cc1 (configuration not stated)	2.1	i
CCOc1ccc(S(=O)(=O)N2CCCCC2)cc1NC(=O)CCNC(=O)c1ccco1	1.1	i
O=C(C[C@@H]1C/C=C/CC[C@@H](Cc2ccc(F)cc2)C(=O)OCCNC1=O)N[C@H](CO)Cc1ccccc1	2.6	i
Cc1cccc(NC(=O)c2ccc(-n3cncn3)c([N+](=O)[O-])c2)c1	1.1	i
COCCNc1nc2c(c(=O)n(C)c(=O)n2C)n1CCCc1ccccc1	1.1	i
O=C(OCc1cn([C@H]2CN(C(=O)c3cccs3)[C@@H](c3ccc(Cl)cc3)C[C@@H]2O)nn1)c1ccccc1	0.3	i
C#CCOCCOCCOCCNc1nc(N2CCN(C(=O)CCCCCCCCCCNC(=O)[C@@H](CCSC)n3cc(CCO)nn3)CC2)nc(N2CCN(C(=O)CCCCCCCCCCNC(=O)[C@H](CCC(=O)O)n3cc(CCCCCN)nn3)CC2)n1	1.9	i
CNC(=O)C[C@H]1C(=O)N(c2ccc(Br)cc2)C[C@@H]1CSC	1.9	i
CC(C)C[C@H]1CNC(=O)C(=O)N1CC1CCN(CC2CCC(C)CC2)CC1 (some centres not stated)	1.3	i
CN(C)C(=O)c1cccc(-c2cccc(-c3nc(C(=O)NCc4ccccc4)cc4c3[C@H](CCO)N(S(=O)C(C)(C)C)C4)c2)c1 (some centres not stated)	1.0	i
O=C1NC(Cc2ccc(O)cc2)c2nc3cc(F)ccc3c(=O)n2-c2cc3ccccc3cc21 (configuration not stated)	1.0	i
CCN(CC)c1ncnc2c1ncn2[C@H]1CN(Cc2ccc(F)cc2)C[C@@H](CO)O1	0.6	i
Cc1nc2ccccc2n1Cc1ccc(Br)cc1	0.9	i
CCOC(=O)c1sc(NC(=O)CCN2C(=O)C3CCCCC3C2=O)cc1C (configuration not stated)	0.2	i
CN[C@H](C)C(=O)NC[C@H]1O[C@@H](n2ccc(N)nc2=O)[C@H](O)[C@@H]1O	0.4	i
C[C@H]1CN[C@@H](CCO)/C1=C\c1ccccc1	1.0	i

(continued)
smiles	Myeloid diff 2 GFP+ MAC1+ %	Myeloid diff 2
Cc1ccc(C)c(OCCC(=O)Nc2cccc(S(=O)(=O)NC3=NCCCCC3)c2)c1	0.7	i
CCC(C(=O)N1CCN(S(=O)(=O)c2sc(C(=O)O)c(C)c2C(=O)O)CC1)c1ccccc1 (configuration not stated)	0.0	i
CC(OC(=O)CCCN=C1NS(=O)(=O)c2ccccc21)C(=O)Nc1ccccc1F (configuration not stated)	0.7	i
Cc1ccc(NC(=O)CN2C(=O)NC3(CCCCC3C)C2=O)cc1S(=O)(=O)N1CCOCC1 (configuration not stated)	1.3	i
CCCNC(=O)c1cc(C2CCCN(C(=O)c3cc(F)ccc3C)C2)on1 (configuration not stated)	1.5	i
O=C(COc1coc(CN2CCN(c3ccccc3)CC2)cc1=O)NCC1CCCO1 (configuration not stated)	1.3	i
CN1CCN(c2ccc(S(=O)(=O)N3CCOCC3)cc2NC(=O)COc2ccc(C#N)cc2)CC1	0.7	i
CCC(C)Sc1cccc(-c2nc3ccc(C)cn3c2NCc2ccccc2)c1 (configuration not stated)	0.7&1.7	i
Cc1ccccc1-c1cc2nc(NCCc3ccncc3)n(C)c(=O)c2s1	0.6	i
CS(=O)(=O)c1ccc(Cl)c(NC(=O)CSc2n[nH]c(N)n2)c1	0.2	i
COc1ccc2nc(SCC(=O)NC3CCCCC3C)[nH]c2c1 (configuration not stated)	1.1	i
Cc1ccc(C)c(Sc2ccc(S(=O)(=O)Nc3ccc(C(=O)O)cc3)cc2)c1	0.4	i
O=C(Nc1cccc(Cl)c1)c1ccc2sc([C@@H]3O[C@H](CO)[C@H](O)[C@H](O)[C@H]3O)nc2c1	0.7	i
CC(O)[C@@]1(O)CC[C@H]2[C@@H]3CC[C@H]4C[C@@H](O)CC[C@]4(C)C3=CC[C@@]21C (some centres not stated)	1.0	i
COc1ccccc1NS(=O)(=O)c1cccc(NS(=O)(=O)c2ccc(Cl)c(C(=O)O)c2)c1	0.9	i

Among those listed so far, 9 contain a thiophene ring, fused or not:
smiles	Myeloid diff 2 GFP+ MAC1+ %	Myeloid diff 2
Cc1nc(SCC(=O)NCC2CCCO2)c2cc(-c3ccccc3)sc2n1 (configuration not stated)	1.8	i
Nc1cccc(C#Cc2ccc3c(c2)C(=O)/C(=C/c2ccsc2)O3)c1	6.5	i
CCCCN1C(=O)C(CC(=O)NCc2cccs2)CC(C(=O)N(C)C)=C1C (configuration not stated)	0.3	i
CSc1ccc(CN2CCC2(C)C(=O)NCc2cccs2)cc1 (configuration not stated)	1.0	i
COc1ccc(-c2ccc3c(c2)O/C(=C\c2ccsc2)C3=O)cn1	1.3	i
O=C(OCc1cn([C@H]2CN(C(=O)c3cccs3)[C@@H](c3ccc(Cl)cc3)C[C@@H]2O)nn1)c1ccccc1	0.3	i
CCOC(=O)c1sc(NC(=O)CCN2C(=O)C3CCCCC3C2=O)cc1C (configuration not stated)	0.2	i
CCC(C(=O)N1CCN(S(=O)(=O)c2sc(C(=O)O)c(C)c2C(=O)O)CC1)c1ccccc1 (configuration not stated)	0.0	i
Cc1ccccc1-c1cc2nc(NCCc3ccncc3)n(C)c(=O)c2s1	0.6	i

(list continues)
smiles	Myeloid diff 2 GFP+ MAC1+ %	Myeloid diff 2
CN(C(=O)Nc1cccc([N+](=O)[O-])c1)c1ccccc1	0.9	i
CN(CC(=O)Nc1ccc(Cl)c(C(F)(F)F)c1)C(=O)c1ccc(OCC2CCCO2)cc1 (configuration not stated)	0.3	i
O=C(COC(=O)c1ccc(F)c(S(=O)(=O)N2CCOCC2)c1)NC1CC1	0.7	i
COc1ccc(S(=O)(=O)N2CCOCC2)cc1NC(=O)c1c(-c2ccccc2)noc1C	0.5	i
CCOc1ccc(NC(=O)CSc2nc(=O)n(CCCN3CCOCC3)c3c2CCC3)cc1	0.8	i
CC(C)c1cccc(C2=CC(=O)C[C@H](c3ccc(F)cc3)C2)c1	1.7	i
Cc1cc(C)c(NC(=O)CN2C(=O)NC3(CCCc4ccccc43)C2=O)c(Cl)c1 (configuration not stated)	0.9	i
COc1cccc(CN2CCC2(C)C(=O)NCCc2ccccn2)c1OC (configuration not stated)	0.6	i
CN(CC(=O)NCCc1ccc(S(N)(=O)=O)cc1)CC(=O)Nc1ccccc1C(F)(F)F	1.0	i
CCN(CC(=O)Nc1ccccc1C(F)(F)F)C(=O)c1cc(-c2ccccc2)nn1-c1ccccc1	0.9	i
Cn1c(=O)c2[nH]c(CCCCc3nc4ccccc4[nH]3)nc2n(C)c1=O	0.5	i
O=C(Nc1ccc2c3c(cccc13)CC2)c1ccccc1	1.4	i
COCCNC(=O)C1(C)Cc2c(-c3cccc(NC(C)=O)c3)ccnc2O1 (configuration not stated)	0.8	i
NC(=S)N=Nc1c(O)[nH]c2c(Cl)cc(Cl)cc12	0.2	i
O=C(NCCCCNC(=O)c1ccccc1Br)c1ccccc1Br	0.4	i
COc1ccc2c(c1)OC[C@H]1[C@H]2N2C(=O)CN(C)C(=O)[C@@]2(C)[C@H]1c1ccccc1	1.9	i
COc1ccc(NC(=O)CN(C)C(=O)c2ccc3c(c2)CC(c2ccccc2)OC3=O)cc1 (configuration not stated)	1.1	i
CCOC(=O)C1=C(c2ccccc2)N=c2sc(=Cc3cc(OC)c(OC)c(OC)c3)c(=O)n2C1c1cccs1 (configuration not stated)	0.4	i
C[C@@H]1CN([C@@H](C)CO)C(=O)CCCn2nncc2CO[C@H]1CN(C)C(=O)Nc1ccc(C(F)(F)F)cc1	0.6	i
CCCCOc1ccc(C(=O)NCC(=O)NCC(c2cccs2)N2CCOCC2)cc1 (configuration not stated)	0.2	i
COc1ccccc1CNS(=O)(=O)c1cc2c3c(c1)CCN3C(=O)CC2	0.5	i
Cc1cn(CC(=O)NCc2ccccc2)c(=O)[nH]c1=O	0.1	i
OCc1cccc[n+]1Cc1ccccc1	0.9	i
CCN(C(=O)COC(=O)c1ccc(C)c(S(=O)(=O)N2CCCCC2)c1)C1CCS(=O)(=O)C1 (configuration not stated)	0.4	i
COc1cc2cnc(-c3ccccc3)c(C(=O)c3ccc(OCc4ccccc4)cc3)c2cc1OC	2.2	i
